ERG Ets-DNA blk: qHTS for Small Molecule Inhibitors of the ERG Ets/DNA interaction | fluorescence polarization, His-ERG Ets domain / labelled DNA | Potency, µM (titrated, usually from 76.9 µM), for inactives: top-dose FP activity, negative = inhibition, usual class: inhibitors | 370,000 compounds, 0.028% hits; active = well fitted inhibition curve with a large enough effect in the polarisation, with a control signal flat; inconclusive = small, poorly fitted or top-dose-only effect, or effect the other way, or a change in a side signal; inactive = no such curve, though single readings can be large or run the other way; the % refers to the polarisation;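 also: polarization taken with two DNA probes labelled with fluorescein and Texas red; potency is read from the fitted curve at half-maximal effect; % of control where 0% means no effect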
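His-tagged ERG Ets domain (1 uM in the protein solution; 300mM KCl, 50mM Tris-HCl, 1mM EDTA, 1mM DTT, pH 7.5) received compound, then a probe mix of 5 nM fluorescein-DNA and 100nM Texas-615-DNA. Fluorescence polarization was read for both dyes.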
BAZ2B block: qHTS Assay for Inhibitors of BAZ2B; AlphaScreen BAZ2B-H3K14Ac peptide displacement; Potency, µM (highest dose often 114 µM), inactives show at the highest dose activity change, negative = inhibition, usual class: inhibitors; 360,000 compounds, 4.4% hits; AID 504333, 2011; also: potency is read from the fitted curve at half-maximal effect; % is scaled to controls: 0 for no effect and ±100 for the full control effect; nearly all actives have a fitted effect of over 60% in size
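Compounds, titrated to a top concentration of 110 uM, were incubated 30 min at room temperature with preformed BAZ2B/acetyl-K14 H3 peptide complex (50 nM each). Proximity signal was measured by AlphaScreen after 20 min with beads.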
Pin1 inhibitor: qHTS Assay to Find Inhibitors of Pin1 | Potency, µM (series often up to 115 µM), without a hit: at the highest dose activity, negative = inhibition, usual class: inhibitors | Pin1 FP peptide displacement, HiFluor488, 10 min | 390,000 compounds, 0.009% hits | AID 504891, 2011 | Peptidyl-prolyl cis-trans isomerase NIMA-interacting 1 (Homo sapiens), Q13526; active = well fitted inhibition curve with a large enough effect in the polarisation, with a control signal flat, not every such curve was filed as active; inconclusive = small, poorly fitted or top-dose-only effect, or effect the other way, or a change in a side signal; inactive = no such curve, though single readings can be large or run the other way; the % refers to the polarisation; also: potency is read from the fitted curve at half-maximal effect; % is scaled to controls: 0 for no effect and ±100 for the full control effect
Target sequence (Q13526 whole entry, looked up): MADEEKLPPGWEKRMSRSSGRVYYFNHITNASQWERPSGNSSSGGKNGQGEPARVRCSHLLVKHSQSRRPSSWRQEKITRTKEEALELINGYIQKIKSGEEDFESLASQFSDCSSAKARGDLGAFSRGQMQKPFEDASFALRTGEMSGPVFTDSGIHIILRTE
HP1b binding inh: HTS for Inhibitors of HP1-beta Chromodomain Interactions with Methylated Histone Tails | 390,000 compounds, 0.56% hits | Chromobox protein homolog 1 (Homo sapiens), P83916 | Potency, µM (doses to about 114 µM), for the others: top-dose activity change, negative = inhibition, hits mostly inhibitors | AlphaScreen HP1-beta / biotin-H3K9me3 peptide binding; also: potency is read from the fitted curve at half-maximal effect; nearly all actives have a fitted effect of over 70% in size; inactives centre near 23
Target sequence (P83916 whole entry, looked up): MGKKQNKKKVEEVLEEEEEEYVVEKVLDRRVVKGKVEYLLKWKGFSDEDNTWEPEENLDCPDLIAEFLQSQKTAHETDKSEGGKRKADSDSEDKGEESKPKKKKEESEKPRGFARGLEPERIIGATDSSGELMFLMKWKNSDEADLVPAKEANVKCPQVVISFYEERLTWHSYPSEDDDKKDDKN
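HP1-beta protein (50 nM final) preincubated 30 min at room temperature with biotinylated H3(1-18)K9me3 peptide (50 nM) in PBS pH 7.4, 0.01% Tween-20, then compound added for 30 min. AlphaScreen streptavidin donor/nickel chelate acceptor beads (10 ug/mL final), 30 min dark, luminescence read.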
PI4K2A block: qHTS for small molecular inhibitors of PI4K2A; activity change, negative = inhibition, % at 76.9 µM; 420,000 compounds, 0.13% hits; purified PI4K2A, ADP-Glo luminescence, 1 h; hits give low values; Phosphatidylinositol 4-kinase type 2-alpha (Homo sapiens), Q9BTU6; in the data active = activity change below about -50%; inconclusive = mostly about -30% to -49%;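 also: -100% = wells without enzyme as full effect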
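ADP-Glo luminescence measured ADP generated by PI4K2A enzyme (4 ug/mL before mixing) with 1.2 mM PI substrate (pre-mix) and 300 microM ATP (pre-mix). Tris pH7.5 buffer with MgCl2, Triton X-100; 1 h reaction at ambient temperature.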
JMJD2A Tudor: qHTS Assay for Inhibitors of JMJD2A-Tudor Domain; 390,000 compounds, 4.4% hits; AID 504339, 2011; Potency, µM (top dose mostly 114 µM), for the others: at the top dose activity change, negative = inhibition, actives largely listed as inhibitors; AlphaScreen JMJD2A-Tudor / H3K4me3 peptide binding; also: potency is read from the fitted curve at half-maximal effect; % is scaled to controls: 0 for no effect and ±100 for the full control effect; nearly all actives have a fitted effect of over 50% in size
GLS inh: qHTS for Inhibitors of Glutaminase (GLS); AID 624170, 2012; 410,000 compounds, 0.21% hits; GLS enzymatic activity, qHTS titration; Glutaminase kidney isoform, mitochondrial (Homo sapiens), O94925; Potency, µM (doses to about 45.5 µM), without a hit: at the top dose activity change, negative = inhibition, usual class: inhibitors; also: potency is read from the fitted curve at half-maximal effect; % is scaled to controls: 0 for no effect and ±100 for the full control effect
Target sequence (O94925 whole entry, looked up, canonical isoform): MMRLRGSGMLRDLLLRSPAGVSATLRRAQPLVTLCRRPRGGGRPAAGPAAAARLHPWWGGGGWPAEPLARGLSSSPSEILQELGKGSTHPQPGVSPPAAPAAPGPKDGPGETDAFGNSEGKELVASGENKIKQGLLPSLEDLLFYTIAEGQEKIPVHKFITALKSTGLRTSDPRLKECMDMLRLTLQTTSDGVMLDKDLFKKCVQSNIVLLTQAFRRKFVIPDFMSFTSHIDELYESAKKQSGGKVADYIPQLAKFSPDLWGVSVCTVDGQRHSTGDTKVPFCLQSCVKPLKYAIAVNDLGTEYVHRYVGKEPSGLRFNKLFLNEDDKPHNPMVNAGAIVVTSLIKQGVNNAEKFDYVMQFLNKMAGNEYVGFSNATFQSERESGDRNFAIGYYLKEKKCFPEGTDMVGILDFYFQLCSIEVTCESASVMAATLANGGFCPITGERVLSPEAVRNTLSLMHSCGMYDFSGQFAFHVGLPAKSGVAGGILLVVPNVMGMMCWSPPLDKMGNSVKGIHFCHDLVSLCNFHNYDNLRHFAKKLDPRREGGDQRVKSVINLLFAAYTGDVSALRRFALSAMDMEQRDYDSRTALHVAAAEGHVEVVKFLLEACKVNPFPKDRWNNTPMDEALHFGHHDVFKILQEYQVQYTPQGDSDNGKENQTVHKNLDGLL
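Human kidney-isoform GLS in 45 mM KH2PO4 pH 8.2, 0.02% Tween-20, with compound, started with 1mM L-Glutamine (added stock). Glutamate oxidase/HRP/Amplex red coupled fluorescence read at start and after 30 min at RT.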
G9a inh: qHTS Assay for Inhibitors of Histone Lysine Methyltransferase G9a. Histone-lysine N-methyltransferase EHMT2 (Homo sapiens), Q96KQ7. G9a H3K9 monomethylation, AlphaScreen, 2 h. Potency, µM (titrated, usually from 102 µM), inactives show top-dose activity, negative = inhibition, usual class: inhibitors. 350,000 compounds, 8.8% hits. AID 504332, 2011; also: potency is read from the fitted curve at half-maximal effect; % is scaled to controls: 0 for no effect and ±100 for the full control effect; nearly all actives have a fitted effect of over 75% in size
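Chemiluminescent proximity detection of H3K9 monomethylation, read after 10 min bead incubation in the dark. Reaction: 20 nM G9a, 500 nM biotin-H3K9 peptide, 20 uM SAM cofactor, 2 h, room temperature, following 15 min enzyme-compound preincubation.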
PGK inhibitor: qHTS Assay to Find Inhibitors of Phosphoglycerate Kinase. AID 602233, 2012. PGK/GAPDH coupled, Kinase-Glo luminescence, 60 min. Phosphoglycerate kinase, glycosomal (Trypanosoma brucei brucei), P07378. Potency, µM (top dose mostly 57.5 µM), inactives show at the top dose activity change, negative = inhibition, usual class: inhibitors. 380,000 compounds, 0.043% hits; also: potency is read from the fitted curve at half-maximal effect; % is scaled to controls: 0 for no effect and ±100 for the full control effect; nearly all actives have a fitted effect of over 60% in size
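Recombinant glycosomal PGK reaction used 1,3-bisphosphoglycerate generated in-well by GAPDH (100nM final) in 100mM TEA pH 7.6, 5mM MgCl2, 0.01% Tween-20. After 60 minutes at room temperature, ATP was read by Kinase-Glo Plus luminescence end-point.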
Numbers without * were called inactive; i = inactive; ? = inconclusive; . = no result given; & = joins results of further samples; [ ] = remark or other dose. Unless noted, calls follow the shape of the dose curve; as a rule, active = well fitted curve in the direction sought with a large enough effect; inconclusive = small, poorly fitted or top-dose-only effect, or another doubt; inactive = no such curve, though single readings can be large; an effect the other way counts as inactive or inconclusive.

SMILES	ERG Ets-DNA blk	BAZ2B block	Pin1 inhibitor	HP1b binding inh	PI4K2A block	JMJD2A Tudor	GLS inh	G9a inh	PGK inhibitor
COc1ccc2nc3c(c(-c4ccccc4)c2c1)CCC3	-3%	0%	3%	37%	1	-19%	1%	-2%	-2%
Cn1c(=S)c2[nH]c(SCC3CCCO3)nc2n(C)c1=O (stereo unspecified)	.	.	5%	?	-4	4.5µM*	16%	.	11%
Cc1sc(NC(=O)CSc2nnc(-c3ccc(F)cc3)o2)c(C#N)c1C	2%	?	22%	25%	9	-4%	-1%	?	12%
Cc1oc2c(c(C)cc3oc(=O)c(CC(=O)N[C@@H](CCCNC(N)=O)C(=O)O)c(C)c32)c1C	-2%	17%	1%	24%	0	-7%	-1%	34%[0.501 µM]	i
Cn1c(O)c(N=NC(=O)Cn2c(C(F)(F)F)nc3ccccc32)c2ccccc21	-2%	8%	-7%	29%	7	9%	-3%	-8%[59 µM]	-3%
Cc1nn(Cc2cccc(Oc3ccccc3)c2)c(C)c1NC(=O)NC12CC3CC(CC(C3)C1)C2	0%	5%	4%	6%	0	-32%	8%	2%	-6%
Cc1cc(C)cc(NC(=O)C2CCCN2C(=O)Oc2ccccc2)c1 (stereo unspecified)	.	1%	2%	14%	-2	-9%	-5%	7%[59 µM]	.
CCOc1ccc(S(=O)(=O)Nc2ccncc2)c(C)c1C	-4%	0%	1%	37%[activator]	0	7%[57.1 µM]	-3%	-2%	3%
CCOc1ccc(-c2nc(C#N)c(N3CCCCCC3)o2)cc1	-8%	11µM*	2%	?	7	35µM*	-2%	7.9µM*	-5%
Cc1ccc(C)c(CN2C(=O)CSc3ccc(C(=O)NCc4ccc(F)cc4)cc32)c1	2%	1%	39%[activator]	25%	1	4%	0%	9%[59 µM]	7%
COc1ccc(C(C(=O)NC2CCCCC2)N(C(=O)c2sc(C)nc2C)c2ccccc2)cc1 (stereo unspecified)	4%	-2%	-2%	33%	-2	-12%	8%	20%[59 µM]	-5%
CC(C)n1c(CN(C)c2ccccc2)nc2ccccc21	17%	-26%	-2%	22%	0	-16%	1%	.	i
CN(C)/C=N/C(=S)Nc1ccc(Cl)c(Cl)c1	6%	-25%	-1%	-26%	-4	?	-21%	?	-9%
CCCCC(=O)Nc1cccc(NC(=S)NC(C)=O)c1	-1%	-6%	-9%	19%	-3	11%[57.1 µM]	19%	-19%[59 µM]	-10%
Cc1cc(-c2csc(NC(=O)c3ccc(S(=O)(=O)N(C)C)cc3)n2)c(C)n1-c1ccccc1	3%	-25%	20%	13%	-10	-26%	-3%	-47%[59 µM]	-2%
CCOc1nc(NCCC2=CCCCC2)nc(N2CCOCC2)n1	.	-4%	-1%	0%	-3	-10%	2%	10%[59 µM]	.
CCOc1cc(N2CCOCC2)c(OCC)cc1NC(=O)CN1C(=O)NC(CC(C)C)C1=O (stereo unspecified)	2%	-19%	0%	43%[activator]	4	-31%	-4%	-6%	-1%
CN(CCc1ccccc1)C(=O)c1ccc(NC(=O)Cc2cccc(NC(=O)C3CCN(C(=O)CCc4ccccc4)CC3)c2)cc1	-14%	.	55%[activator]	28%	-2	-18%	4%	.	1%
NCCOc1cnn(-c2ccccc2Cl)c(=O)c1Cl	.	-14%	2%	?	-4	-6%	9%	-8%	3%
CCOCCCNC(=O)C1CCN(c2nc3ccc(Cl)cc3[nH]2)CC1	2%	5%	0%	31%[57 µM]	0	6%	3%	-24%[59 µM]	-8%
CC(C)(C)c1nnc(NC(=O)Cc2ccccc2[N+](=O)[O-])s1	7%	-2%	5%	26%	-2	-11%	8%	?	-1%
Cc1ccc(CCNC(=O)CNC(=O)c2cccs2)cc1	-18%	0%	-1%	42%[activator]	-2	5%	-13%	4%	-8%
O=C1NCC(c2ccccc2)C1C(=O)N/N=C\c1ccc(-c2cccc(Cl)c2Cl)o1 (stereo unspecified)	-12%	?	19%	-6%	2	?	-2%	13µM*	-10%
CC(=O)c1c(N2CCOCC2)nc(=O)n(-c2ccccc2)c1C	.	1%	-2%	13%	0	-29%	-10%	45µM*	-7%
CN(Cc1ccccc1F)C(=O)CCCNC(=O)c1ccc(Cl)cc1	2%	-1%	-7%	47%[activator]	1	4%	-9%	24%	2%
CC(=O)Nc1nc2ccccc2n1CCOc1ccccc1Cl	6%	-6%	-1%	25%	-1	-19%	-1%	33%[12.7 µM]	-1%
COc1cc2c(cc1OC)C(c1c(Cl)cccc1Cl)NC(=O)C2 (stereo unspecified)	-2%	-4%	-2%	42%[activator]	-1	0%	-1%	?	5%
COC(=O)c1ccc(-n2c(C)nc(=O)c(-c3ccccc3)c2C)cc1	.	2%	-2%	28%	4	-8%	-1%	6%[59 µM]	-3%
CCN1CCN(C(=O)c2ccc3c(c2)N(Cc2ccccc2F)C(=O)c2ccccc2S3=O)CC1 (stereo unspecified)	0%	-14%	-4%	31%	-1	-15%	3%	?	-7%
c1ccc(CCNc2ccc3c(c2)Cc2ccccc2-3)nc1	-2%	.	-4%	-27%	2	?	-16%	.	-9%
C=CCn1c(SCC(=O)N(CC)c2c(N)n(Cc3ccccc3)c(=O)[nH]c2=O)nnc1-c1ccccc1OC	-2%	.	-3%	23%	8	-12%	-6%	.	5%
NS(=O)(=O)c1cccc(NC(=O)CC2(CC(=O)O)CCCC2)c1	19%	10%	-1%	0%	1	6%	-22%	-9%	0%
CCCOc1ccc(-c2c(C(=O)N/N=C/c3ccco3)nnn2-c2nonc2N)cc1	3%	-26%	4%	52%[activator]	8	-8%	-6%	20%	-2%
COc1ccccc1OCCC(=O)NNC(=O)c1ccccc1F	5%	5%	-9%	29%	3	-16%	-1%	-16%[59 µM]	-8%
CCOc1ccc(CCNC(=O)C2CCN(S(=O)(=O)N3CCOCC3)CC2)cc1OCC	8%	-1%	-1%	34%	-2	10%	-14%	54%[activator][59 µM]	-5%
O=C(Nc1ccc(Cl)cc1)Nc1ccc(N2CCCC2)c(S(=O)(=O)Nc2ccccc2Cl)c1	-2%	-24%	8%	7%	2	-34%	7%	?	-5%
COc1ccc(S(=O)(=O)N(CCc2ccccc2)CC(=O)N/N=C/c2ccc3c(c2)OCO3)cc1	1%	-4%	?	5%	3	-16%	11%	7%[59 µM]	-5%
CC(C)N1CC(C(=O)Nc2cccc([N+](=O)[O-])c2)CC1=O (stereo unspecified)	-3%	-19%	3%	13%	0	-6%	-1%	8%[0.501 µM]	4%
CSCCC(NC(=O)c1ccccc1Cl)C(=O)NCC(c1ccc(F)cc1)N1CCOCC1 (stereo unspecified)	7%	.	-2%	46%[activator]	-5	-9%	0%	.	-2%
CCOC(=O)C1=C(C)Nc2nnnn2C1c1ccc(OC)c(Br)c1 (stereo unspecified)	-17%	-3%	0%	9%	-5	-9%	1%	-5%	-4%
CCN1C(=NCC(C)C)N[C@@H](CCc2ccccc2)[C@H](C(=O)NCC(C)C)[C@H]1C	5%	-22%&-3%	2%	40%[activator]	-1	-9%	-4%	2%[12.7 µM]	-1%
COc1ccc(C)cc1NC(=O)CSCc1cc(=O)n2c(C)csc2n1	9%	79µM*	2%	45%[activator]	-5	0%	-6%	-3%	-3%
Cc1ccc(/C=N/N2CCN(Cc3ccccc3)CC2)s1	-7%	7.1µM*	0%	?	-6	50µM*	24%	40%[0.501 µM]	5%
CCCCN(C(=O)c1c(CC)noc1C)c1c(N)n(CCCC)c(=O)[nH]c1=O	8%	1%	-2%	0%	-8	-12%	5%	4%[0.501 µM]	-6%
CC(NC(=O)C1CCCC1)c1ccc(Br)cc1 (stereo unspecified)	17%	1%	0%	15%	-4	3%	-1%	-6%	-7%
CCOC(=O)c1c(C)[nH]c(C)c1S(=O)(=O)NCCc1sccc1C	1%	?	-5%	37%	-2	7%	2%	4%	-5%
C[C@@H](NC(=O)c1nc[nH]c1C(=O)N[C@@H](CCCCNC(=O)OC(C)(C)C)C(=O)OC(C)(C)C)c1ccccc1	-7%	-5%	0%	34%	-2	-36%	-1%	19%[12.7 µM]	-9%
O=C(c1cc2cc(Cl)ccc2[nH]1)N1CCN(c2ccccn2)CC1	-24%	-25%	4%	59%[activator]	1	?	-6%	6%	-7%
O=C(COC(=O)c1cccc(Cl)c1)Nc1cc(Cl)ccc1Oc1ccccc1	-4%	14%	-2%	112%[activator]	4	48%[activator]	-14%	87%[activator][59 µM]	-3%
